# Screening data deposited in PubChem BioAssay by Sanford-Burnham Center for Chemical Genomics.
# AID2073: inhibitors of Mint1-CaV2.2 protein interaction, biochemical, HTRF (AID 2073). HTRF protein-protein interaction, Mint1-CaV2.2; higher % means a stronger effect. inhibition, % at 20 µM, or IC50 in µM where a hit was titrated. 290,000 compounds, 0.19% hits; in the data active = inhibition mostly above about 51%, no sharp cut-off; also: some results filed as inactive read as strong as hits
# KOR beta-arrestin-1: kappa opioid receptor blockers – cell-based, luminescence, uHTS (AID 1778); KOR beta-arrestin recruitment, luminescence, antagonist mode; higher % means a stronger effect; inhibition, % at 10 µM; hits with a dose series show IC50 in µM; 290,000 compounds, 0.091% hits; in the data active = inhibition above about 50%; also: strong numbers were not always called active
# GPR55 activation: GPR55 agonists via beta-arrestin recruitment, primary screen, imaging, U2OS cells, beta-arrestin-GFP redistribution (AID 1961); U2OS GPR55 beta-arrestin-GFP redistribution imaging; higher % means a stronger effect; activation, % at 10 µM; hits with a dose series show EC50 in µM; 290,000 compounds, 0.048% hits;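 active = activation above 40% with more than 50 cells counted in the well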;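 also: U2OS osteosarcoma cells stably expressing GPR55 and beta-arrestin-GFP; plate controls were DMSO negative control for no effect and LPI positive control for full effect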
# GPR35 antagonists: GPR35 antagonists blocking zaprinast-driven arrestin recruitment, primary screen, imaging, U2OS, beta-arrestin-GFP, zaprinast agonist (AID 2058) | U2OS GPR35 beta-arrestin-GFP translocation imaging, zaprinast antagonism; higher % means a stronger effect | inhibition, % at 10 µM, or IC50 in µM where a hit was titrated | 290,000 compounds, 0.052% hits;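 active = inhibition of at least 50% with at least 30 cells and total cytoplasm GFP at most 10,000,000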
# SIAH1 antagonists: Siah-1 peptide-binding antagonists, primary screen, biochemical, fluorescence polarization, rhodamine-plectin, uHTS (AID 1817); Siah-1 / rhodamine-plectin peptide fluorescence polarization; higher % means a stronger effect; displacement, % at 20 µM; hits with a dose series show IC50 in µM; 290,000 compounds, 0.02% hits;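 active = displacement of at least 50% at 20 µM, with a fluorescence ratio check between 0.3 and a set limit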;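 also: plate controls were Siah plus tracer with DMSO for no effect and tracer alone without Siah for full effect; strong numbers were not always called active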
# HIV peptide binding: inhibitors of HIV fusion peptide binding, primary screen, biochemical, uHTS, fluorescence dequenching (AID 1986); 290,000 compounds, 0.3% hits; inhibition, % at 20 µM; hits with a dose series show IC50 in µM; cell-free peptide binding, fluorescence dequenching, 30 min; higher % means a stronger effect; in the data active = inhibition mostly above about 52%, no sharp cut-off; inactive = mostly below about 76%; also: some results filed as inactive read as strong as hits
# KOR beta-arrestin-2: kappa opioid receptor activators – cell-based, luminescence, uHTS, primary screen (AID 1777); one-dose activation, % at 10 µM; EC50 in µM for titrated hits; KOR beta-arrestin recruitment, luminescence; higher % means a stronger effect; 280,000 compounds, 0.02% hits; in the data active = activation above about 50%, passing the limit was not always enough; also: a part of the inactive calls stands beside numbers as strong as those of hits
# GPR55 antagonists: inhibition of LPI-stimulated GPR55 beta-arrestin translocation – imaging, U2OS, beta-arrestin-GFP, LPI agonist, primary screen (AID 2013); U2OS GPR55 beta-arrestin-GFP translocation imaging, LPI antagonism; higher % means a stronger effect; inhibition, % at 10 µM; hits with a dose series show IC50 in µM; 290,000 compounds, 0.13% hits;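 active = spots per cell inhibited over 60%, with over 100 cells counted and total cytoplasm intensity under 500,000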;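 also: U2OS cells stably carrying GPR55 and arrestin-GFP stimulated by 5 µM LPI near EC80; imaged beta-arrestin-GFP aggregate spots per cell after agonist stimulation; plate controls were LPI-stimulated DMSO wells for no effect and DMSO wells without LPI for full effect; some results filed as inactive read as strong as hits; confirmed hits need IC50 under 10 µM and bright autofluorescent wells are also inconclusive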
# NOD1 NF-kB reporter: NOD1 signaling inhibitors, primary screen, cell-based, luminescence, uHTS (AID 1578); 290,000 compounds, 1% hits; NOD1-driven NF-kB luciferase reporter cells, luminescence; higher % means a stronger effect; inhibition, % at 4 µM, or EC50 in µM where a hit was titrated; in the data active = inhibition mostly above about 36%, no sharp cut-off; inactive = mostly below about 34%;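 also: HEK-293T reporter cells stimulated with the NOD1 agonist gamma-tri-DAP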
# The depositor's hits bear a star; x = not tested or not shown; [ ] = another dose, or the depositor's remark.
# Under each structure – SIAH1 antagonists | GPR55 activation | KOR beta-arrestin-1 | GPR55 antagonists | KOR beta-arrestin-2 | AID2073 | GPR35 antagonists | NOD1 NF-kB reporter | HIV peptide binding
> Cn1c(/C=N/Nc2nc3ccccc3[nH]2)nc2ccccc21
→ -17% | -0.3% | -9% | 2% | -0.8% | 8% | -9% | -48% | -1.0%
> CCOc1ncnc2c1[nH]c1ccccc12
→ -3% | -0.1% | 16% | -6% | 1.2% | 15% | 6% | -7% | -1.0%
> Cc1ccc(N(Cc2cc(=O)[nH]c3ccccc23)C(=O)c2ccco2)cc1
→ 5% | -0.1% | 3% | -12% | -1.6% | -10% | -5% | -4% | -1.3%
> CCNC(=S)NC1CC2CCCC(C1)N2Cc1ccco1 (configuration not stated)
→ 4% | -0.1% | -8% | -2% | 5.4% | -6% | 4% | 10% | 0.8%
> O=C(Nc1nnc(-c2ccco2)o1)c1ccc(S(=O)(=O)N2CCCC2)cc1
→ -4% | -0.3% | 15% | 21% | -1.9% | 15% | -6% | -25% | 2.4%
> O=c1nc(NCc2ccco2)sc2ncccc12
→ 0% | -0.1% | -24% | 1% | 1.8% | 0% | -14% | -7% | 1.6%
> Cc1ccc(-c2nc(N/N=C/c3cccnc3)c3ccccc3n2)cc1
→ -1% | -0.1% | -48% | 5% | 0.7% | -4% | -5% | -82% | 5.9%
> CN(Cc1ccccc1)C(=O)COC(=O)c1cc(NS(=O)(=O)c2cccs2)ccc1O
→ 0% | 0.2% | -2% | 13% | -1.9% | 21% | -2% | -3% | -2.3%
> COc1ccc(C(CCN2CCCC2)c2c(O)cc(OC)cc2OC)cc1 (configuration not stated)
→ -5% | -0.1% | 18% | 6% | 8.2% | -4% | 8% | 0% | -0.8%
> CCOC(=O)c1sc(Nc2ccccc2Cl)nc1C
→ 15% | -0.3% | 11% | 9% | 4.4% | 11% | 13% | -14% | -1.6%
> Cc1c(-c2cccs2)[n+](=O)c2c(n1[O-])CCCC2
→ 3% | -0.2% | 3% | -2% | 8.2% | 2% | -5% | -16% | 2.2%
> CCCCN(C(=O)c1ccccc1OCc1ccc(F)cc1)c1c(N)n(CC(C)C)c(=O)[nH]c1=O
→ 2% | -0.1% | -6% | 14% | 4.1% | -1% | 4% | -35% | -0.6%
> CCOC(=O)C1CCCN(C(=O)c2ccccc2Oc2ccccc2)C1 (configuration not stated)
→ 0% | 0.2% | -20% | 5% | -6.2% | -7% | 8% | -10% | 0.6%
> Cc1cc(C(=O)NCc2cc(C)n(C)n2)sc1-c1ccccc1
→ 3% | -0.1% | -8% | 3% | 1.1% | -4% | -11% | 24% | -1.8%
> CCN(CC)C(=O)C1=C(C)NC(=O)NC1c1ccccc1F (configuration not stated)
→ 3% | 0.0% | 7% | 2% | -0.4% | 8% | -2% | -24% | 6.2%
> CCOc1ccc(CNC(=O)CCc2cn(Cc3ccccc3)c3ccccc23)cc1
→ 0% | -0.2% | 7% | -2% | 10% | 8% | -6% | -29% | 1.8%
> c1ccc2c(c1)COC(CN1CCCCC1)OC2
→ 17% | -0.2% | -24% | -7% | 1.9% | 2% | 7% | -36% | 0.0%
> Cc1cc(OCC(=O)NNC(=O)c2ccncc2)cc(C)c1Cl
→ -5% | -0.1% | 15% | -5% | -4.6% | 8% | 11% | -20% | -0.6%
> COC(=O)CC(=O)Cc1nc(N)nc(Nc2ccc(C)c(C)c2)n1
→ 1% | 0.6% | -3% | 2% | -4.9% | 9% | 8% | -17% | 0.9%
> COc1ccc(N2CCN(CCCNC(=O)Cn3c(=O)c4cccn4c4cccnc43)CC2)cc1
→ -4% | -0.4% | 2.2µM* | -2% | -3.3% | 6% | 21% | 6% | 2.1%
> CC(C)CCN1CCN(Cc2ccc(C#CCCO)cc2)CC1CCO (configuration not stated)
→ 4% | 0.0% | -8% | -4% | -0.6% | 0% | 11% | -28% | 0.9%
> CCOc1ccccc1C(=O)Nc1nnc(COC)s1
→ -5% | 0.5% | 20% | 10% | -5.8% | 5% | -8% | -12% | -2.9%
> CC(Sc1cnccn1)C(=O)O (configuration not stated)
→ 2% | -0.1% | -58%[20 µM] | 10% | 2.1% | -2% | 2% | -14% | -0.4%
> CC(C)(C)c1ccc(C(=O)N2CCCN(c3ccc([N+](=O)[O-])cn3)CC2)cc1
→ -8% | 0.6% | 45% | -6% | 1.5% | -17% | 8% | -3% | -1.7%
> CCN(CC)C(=O)COc1ccc(Br)cc1Cl
→ 7% | -0.1% | 25% | 5% | -3.3% | 40% | -10% | -11% | -0.8%
> COc1cc(C2C(C(=O)OC(C)C)=C(C)Nc3[nH]c(=O)[nH]c(=O)c32)ccc1O (configuration not stated)
→ -1% | 0.7% | 24% | -1% | -1.0% | -5% | 8% | -6% | 2.6%
> CS(=O)(=O)N1CCCC(C(=O)NCc2ccccc2Cl)C1 (configuration not stated)
→ -2% | 0.2% | -9% | 1% | 1.3% | -6% | 5% | -2% | -0.7%
> O=C(NCc1cccnc1)C1CC(=O)N(CCc2ccccc2)C1 (configuration not stated)
→ -8% | 0.3% | 30% | 15% | 9.5% | -5% | 2% | 11% | -2.7%
> Nc1ccc(Oc2ccc3c(c2)C(=O)NC3=O)cc1
→ -2% | -0.2% | -5%[20 µM] | 2% | 0.6% | 11% | 11% | -1% | -0.5%
> COc1ccc(C)cc1NC(=O)CC(O)(C(F)(F)F)C(F)(F)F
→ -2% | 0.3% | -1% | -2% | -0.5% | 12% | -5% | -9% | -0.6%
> CCCCNC(=O)c1cc([N+](=O)[O-])[nH]n1
→ -5% | -0.6% | -6% | 4% | 3.4% | 5% | 5% | -18% | 0.4%
> O=C(O)c1cc(NC(=O)c2ccc(Cl)c([N+](=O)[O-])c2)cc(C(=O)O)c1
→ -7% | -0.2% | 0% | 6% | -4.0% | -3% | -4% | -17% | 4.2%
> CN1CCC(=O)N([C@H](COc2ccccc2)Cc2ccccc2)CC1
→ -2% | -0.3% | -8%[20 µM] | -4% | -1.3% | -6% | 0% | -4% | -0.7%
> Cc1cc(=O)n(C)c2ccccc12
→ 0% | -0.1% | -5%[20 µM] | 0% | -1.3% | 1% | -4% | -38% | -0.2%
> Cc1ccc(-n2c(=O)[nH]cc(C(=O)Nc3ccc4c(c3)OCCO4)c2=O)cc1
→ -4% | -0.1% | -10% | -5% | -1.4% | 38% | -3% | 25% | 5.3%
> CC(=O)N/C(N)=N/c1nc2cc([N+](=O)[O-])ccc2o1
→ 4% | -0.2% | 7% | 1% | -0.8% | 3% | 4% | -3% | -1.6%
> CCOc1ccc(-c2ccc(SCC(=O)NCC3CCCO3)nn2)cc1 (configuration not stated)
→ 3% | 0.9% | -6% | 1% | -4.3% | -2% | -5% | -35% | -2.0%
> O=C(CSc1n[nH]c(=O)[nH]c1=O)c1ccc([N+](=O)[O-])cc1
→ 1% | -0.1% | -27% | -11% | 1.1% | -16% | -5% | -6% | -2.0%
> Cc1ccc(S(=O)(=O)N2CCC(NC(=O)c3cccnc3)CC2)cc1Cl
→ 2% | 0.5% | 26% | 10% | -1.1% | 7% | -4% | -14% | 0.5%
> CCn1c(SCC(=O)c2ccc(NS(=O)(=O)c3ccccc3)cc2)nnc1-c1cccs1
→ -2% | -0.1% | -1% | 0% | -1.2% | -16% | 14% | -5% | -0.9%
> CCOC(=O)c1c(C)[nH]c(N=Nc2cccc(C)c2)c1C
→ 0% | 0.3% | -10% | -2% | 3.0% | 1% | 5% | -76% | -1.6%
> CSc1ccc(/C=N/n2c(Cc3ccc(Br)cc3)n[nH]c2=S)cc1
→ 18% | 0.0% | -42% | 17% | -10% | -7% | 5% | -20% | 7.4%
> COc1ccc(C(=O)O/N=C(/c2cccs2)C(C)(C)C)cc1
→ 0% | -0.2% | 21% | -3% | x | -2% | 2% | -4% | -0.2%
> COc1ccc(S(=O)(=O)Nc2ccc(C)cn2)cc1
→ 3% | -0.1% | -12%[20 µM] | 22% | 0.9% | 1% | -1% | 8% | 2.6%
> CCC(=O)NC(=S)Nc1ccc(S(=O)(=O)N2CCN(C)CC2)cc1
→ -2% | 0.1% | 42% | -5% | 0.9% | 10% | -2% | -16% | 1.1%
> O=C(COc1ccc(Cl)cc1)NNC(=O)C(=O)N1CCCCC1
→ -2% | -0.1% | -2% | -13% | 3.7% | 0% | -2% | 8% | 1.2%
> c1ccc(-n2ncc3cccnc32)cc1
→ 2% | -0.1% | 14% | -4% | 1.8% | 11% | -5% | -9% | 1.1%
> S=c1[nH]nc(C2CCCCC2)n1/N=C/c1ccccn1
→ -2% | -0.1% | 10%[20 µM] | 4% | -4.9% | 16% | -6% | 11% | -0.4%
> O=C(NNC(=O)c1ccc(Br)cc1)c1ccncc1
→ 5% | 0.0% | -50%[20 µM] | -7% | -1.7% | 15% | 3% | 15% | -1.8%
> CN(Cc1ccccc1)C(=O)COC(=O)c1ccc(Cl)cc1N
→ -1% | -0.4% | 14% | 8% | -1.3% | 7% | -1% | -24% | 1.6%
> Cc1nc(-c2ccc(C(=O)Nc3cccc(F)c3)cc2)cs1
→ 0% | -0.3% | -76%[20 µM] | 4% | 4.0% | 17% | -9% | 26% | 2.5%
> CN(C)CCN1C(=O)C(=O)/C(=C(/O)c2ccc(OCc3ccccc3)cc2)C1c1ccncc1 (configuration not stated)
→ 4% | -0.1% | 35% | 16% | -0.9% | -10% | 19% | -11% | -0.8%
> Cc1cccc(NC(=O)C2CC(=O)NC(Nc3nc4ccccc4s3)=N2)c1 (configuration not stated)
→ 16% | 0.1% | 14% | 8% | 4.0% | 4% | -6% | -4% | 0.2%
> CCN(CC)S(=O)(=O)c1ccc(C(=O)OCC(=O)Nc2ccc(-c3nc4ccc(C)cc4s3)cc2)cc1
→ 2% | 0.3% | 1% | -5% | -1.9% | 12% | 2% | -55% | 0.6%
> COC(=O)c1c(-c2ccc(C)cc2)csc1NC(=O)c1c(-c2ccccc2)noc1C
→ 2% | 0.1% | -6% | 20% | 6.0% | 4% | 5% | -27% | -0.1%
> COc1ccc(CNCCNC(=O)c2ccco2)c(OC)c1OC
→ 3% | -0.1% | -14% | 8% | -4.1% | -10% | 1% | -20% | 4.1%
> CCOC(=O)c1c(C)c(C(=O)NCC2CCCO2)c(C)n1C (configuration not stated)
→ 3% | -0.1% | 31% | 5% | -5.3% | 4% | -9% | -23% | -0.3%
> Cc1cccc(/C=N\NC(=O)c2csnn2)c1
→ -1% | 0.0% | 7% | 8% | 11% | -33% | 16% | -1% | 3.7%
> CC1(C)CC(=O)C(C(c2ccc(F)cc2)C2C(=O)CC(C)(C)CC2=O)C(=O)C1
→ 0% | 0.8% | -21% | 9% | 6.2% | 6% | 3% | -10% | 3.1%
> COc1ccc(N2CC(C(=O)Nc3nnc(SCC(=O)N4CCOCC4)s3)CC2=O)cc1 (configuration not stated)
→ -1% | -0.2% | 35% | 0% | -5.3% | 0% | -13% | -26% | 5.7%
> COc1cccc(OCc2nnc(SCC(=O)NNC(=O)C3CCCCC3)n2C)c1
→ 0% | 0.9% | -3% | 6% | -0.4% | 6% | -4% | -36% | -1.5%

# These rows are one share of the data; rates above refer to the full screens.
